From PubChem
D2 agonist: activates the human D2 dopamine receptor; P14416; HEK293 T-REx D2 cells, calcium flux agonist mode; activation, % at 2 µM; actives 0.53% (n = 340,000); AID 485358;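 active = activation over 3 SD above normal in the single-dose calcium agonist read, cut at about 30% in these data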; note: 0% is about no effect
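In this primary screen, compounds producing a positive calcium signal within 180 s of addition to tetracycline-induced, force-coupled HEK293 Trex D2 cells are flagged; cells are dye-loaded with a no-wash calcium kit beforehand.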
USP1-UAF1 inh: USP1/UAF1 (human) deubiquitinase inhibition | recombinant USP1/UAF1, Ub-Rhodamine cleavage fluorescence | O94782 | Potency, µM (top dose mostly 57.1 µM), for the others: at the highest dose activity change, negative = inhibition, hits mostly inhibitors | actives 0.23% (n = 390,000); note: potency is the fitted concentration of half-maximal effect; % is set by controls: 0 for no effect and ±100 for the full control effect; nearly all actives have a fitted effect of over 60% in size; inactives centre near -12
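High-throughput fluorogenic screen: 1nM USP1/UAF1 complex, Ub-Rho substrate 150nM final, 50mM HEPES pH 7.8 with 0.5mM EDTA, 0.1 mg/ml BSA, 1mM TCEP and 0.01% Tween-20.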
TrxR1 inh: rat TrxR1 inhibition; recombinant rTrxR1, NADPH fluorescence consumption, selenite substrate; Potency, µM (series often up to 114 µM), inactives show at the top dose activity change, negative = inhibition, hits mostly inhibitors; actives 1% (n = 390,000); AID 588453; note: potency is the fitted concentration of half-maximal effect; % is set by controls: 0 for no effect and ±100 for the full control effect; nearly all actives have a fitted effect of over 65% in size
Target sequence (O89049 whole entry, looked up): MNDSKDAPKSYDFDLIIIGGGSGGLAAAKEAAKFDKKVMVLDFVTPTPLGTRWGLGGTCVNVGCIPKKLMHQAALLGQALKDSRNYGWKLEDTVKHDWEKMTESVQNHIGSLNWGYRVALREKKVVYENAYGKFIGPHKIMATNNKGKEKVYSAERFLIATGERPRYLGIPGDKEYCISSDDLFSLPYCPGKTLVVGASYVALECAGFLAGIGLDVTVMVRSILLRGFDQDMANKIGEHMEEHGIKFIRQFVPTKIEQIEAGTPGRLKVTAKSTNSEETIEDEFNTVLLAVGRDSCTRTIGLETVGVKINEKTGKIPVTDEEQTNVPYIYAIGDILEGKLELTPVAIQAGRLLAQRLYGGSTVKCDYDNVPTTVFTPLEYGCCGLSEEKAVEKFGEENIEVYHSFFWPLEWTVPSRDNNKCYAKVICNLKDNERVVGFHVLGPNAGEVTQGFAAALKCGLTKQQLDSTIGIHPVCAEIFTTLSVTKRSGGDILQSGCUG
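Rat TrxR1 (90 nM in the dispensed reagent) was pre-reduced with 400 uM NADPH for 5 min at room temperature, then incubated with compound for 15 min. After 400 uM selenite was added, NADPH fluorescence (Ex 340/Em 450 nm) was followed for 8 min.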
PI4K2A block: blocks human PI4K2A kinase activity | purified PI4K2A, ADP-Glo luminescence, 1 h; stronger effect = lower value | activity change, negative = inhibition, % at 76.9 µM | actives 0.13% (n = 420,000); in the data active = activity change below about -50%; inconclusive = mostly about -30% to -49%;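 note: -100% = wells without enzyme as full effect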
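Compounds are screened against recombinant PI4K2A using PI as substrate and ATP, the latter dispensed at 300 microM. Reactions run one hour at ambient temperature before ADP-Glo detection; full inhibition defined by wells lacking enzyme.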
TRHR ag: agonists of human TRH receptor; P34981; activation, % at 2 µM; TRHR cells, calcium flux fluo-8, FDSS agonist mode; actives 0.18% (n = 360,000); in the data active = activation above about 30%; note: 0% is about no effect
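Steps: seed TRHR cells overnight; add fluo-8 no-wash Ca dye, RT 30 min–1.5 h; record 10 s baseline; pin-transfer compounds; monitor fluorescence 1 cycle/s for the agonist window. Calcium increases flag candidate agonists.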
TRHR PAM: allosteric enhancers of human TRH receptor. P34981. TRHR cells, fluo-8 calcium fluorescence, EC20 TRH enhancement. enhancement, % at 2 µM. actives 0.66% (n = 360,000). AID 493056; in the data active = enhancement above about 30%; note: 0% is about no effect
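Enhancer read-out: after compound pinning and an initial kinetic agonist-mode read, an EC20 of TRH (10 nM final) was injected and fluo-8 calcium signal (Ex 480/Em 530) followed at 1 s/cycle for 100 cycles in TRHR-expressing cells.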
IDH1 R132H inh: human IDH1 R132H inhibition | O75874 | IDH1-R132H enzyme, NADPH consumption, diaphorase/resazurin fluorescence | Potency, µM (top dose mostly 76.6 µM), for inactives: top-dose activity change, negative = inhibition, hits mostly inhibitors | actives 0.093% (n = 390,000); note: potency is the fitted concentration of half-maximal effect; % is set by controls: 0 for no effect and ±100 for the full control effect; nearly all actives have a fitted effect of over 65% in size
Target sequence (O75874 whole entry R132H, stated change not applied): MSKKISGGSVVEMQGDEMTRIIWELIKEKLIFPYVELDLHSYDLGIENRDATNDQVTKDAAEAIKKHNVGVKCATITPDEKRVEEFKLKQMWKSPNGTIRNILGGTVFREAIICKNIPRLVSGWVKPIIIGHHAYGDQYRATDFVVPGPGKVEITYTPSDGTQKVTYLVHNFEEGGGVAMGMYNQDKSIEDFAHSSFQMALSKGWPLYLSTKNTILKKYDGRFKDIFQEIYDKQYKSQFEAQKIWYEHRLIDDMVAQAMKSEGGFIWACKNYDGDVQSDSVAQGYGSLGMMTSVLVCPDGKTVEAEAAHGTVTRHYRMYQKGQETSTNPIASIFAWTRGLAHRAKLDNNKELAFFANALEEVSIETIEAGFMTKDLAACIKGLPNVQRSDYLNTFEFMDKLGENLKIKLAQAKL
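IDH1-R132H (0.5 ug/mL) preincubated 30 min with compound, then NADPH (0.016 mM) and alpha-KG (2 mM) added; 80 min at RT, pH 7.5. Remaining NADPH coupled via diaphorase/resazurin to fluorescence (540/590 nm); concentration-response curves normalized to no-enzyme control.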
TrxR1 substrate: is turned over as a substrate by rat TrxR1. purified TrxR1 substrate turnover, NADPH consumption readout. Potency, µM (highest dose often 114 µM), for the others: top-dose activity change, negative = substrate turnover. O89049. actives 0.01% (n = 390,000); note: potency is the fitted concentration of half-maximal effect; % is set by controls: 0 for no effect and ±100 for the full control effect; nearly all actives have a fitted effect of over 50% in size
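Rat TrxR1, dispensed at 90 nM, was prereduced with 400 uM NADPH (final) for 5 min at ~22 deg C, then incubated with compound 15 min before 400 uM selenite. A first-read NADPH fluorescence drop versus no-compound background flagged substrates.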
D2 antag: antagonizes the human D2 dopamine receptor; P14416; inhibition, % at 10 µM; AID 485344; actives 2% (n = 340,000); HEK293 TREx D2 cells, calcium flux, dopamine EC80; in the data active = inhibition above about 30%; note: 0% is about no effect
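In this primary screen, negative modulation is detected by tracking calcium flux after an EC80 dopamine challenge in inducible HEK293 T-REx D2 cells preexposed to test compound for 180 s.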
The depositor's hits bear a star; ? = inconclusive; · = no result given; [ ] = another dose, or the depositor's remark. Unless noted, calls come from the whole dose curve; as a rule, active = well fitted inhibition curve with a large enough effect; inconclusive = small, poorly fitted or top-dose-only effect; inactive = no such curve, though single readings can be large or run the other way.

SMILES	D2 agonist	USP1-UAF1 inh	TrxR1 inh	PI4K2A block	TRHR ag	TRHR PAM	IDH1 R132H inh	TrxR1 substrate	D2 antag
CC[C@H](C)[C@@H]1NC(=O)c2cc([N+](=O)[O-])cc(F)c2NCCCC[C@@H](C(N)=O)NC(=O)[C@H](CCCCN)NC1=O	-0.6	-20%	-13%[57.1 µM]	3	-0.3	-2	2%	0%[57.1 µM]	1
COc1ccc(NC(=O)CC2C(=O)NCCN2C(=O)c2ccc(N(C)C)cc2)cc1 (stereo not given)	0.5	7%	4%	1	-0.1	2	10%	9%[57.1 µM]	10
CCS(=O)(=O)N1CCC(C(=O)N2CCN(Cc3ccccc3)CC2)CC1	·	4%	26%[57.1 µM]	-4	1.0	5	4%	5%[57.1 µM]	·
COc1ccccc1NC1=NC(C)(C)N=C(N)N1	-0.4	-6%	12%[57.1 µM]	-1	0.7	-1	6%	8%[57.1 µM]	15
Cc1[nH]n(S(=O)(=O)c2ccccc2)c(=O)c1N=Nc1cccc(Cl)c1	1.6	-12%	1%[57.1 µM]	3	-0.2	13	4%	3%[57.1 µM]	4
Cc1ccc2c(C)c(C(=O)NCCN3CCCC(O)C3)oc2c1C (stereo not given)	-0.6	-20%	27%	0	0.3	0	3%	8%	19
CCN(CC)C(=O)Cn1c(=O)n(Cc2ccc(C(=O)NCc3ccccc3Cl)cc2)c(=O)c2ccccc21	0.0	-2%	-5%	-7	-1.2	0	-6%	-10%	·
O=C(N/C(=C\c1ccc(Br)cc1)C(=O)N1CCOCC1)c1ccc(Br)o1	1.3	-19%	10%	5	1.0	0	-2%	-3%	3
COC(=O)c1ccc(S(=O)(=O)NCc2ccccc2)n1C	·	-12%	39%[activator][11.4 µM]	0	-0.1	1	10%	-15%[11.4 µM]	·
COc1ccc(-c2c(C)c3ccc(O)c(CN4CCCC4)c3oc2=O)cc1OC	0.3	-15%	-3%[57.1 µM]	2	-0.2	10	2%	87%[activator][57.1 µM]	·
Cc1cc(N2O[C@H]3C=C[C@@H]2C3)no1	·	-31%	-3%	0	·	·	-5%	3%	·
CCCN1CCN(S(=O)(=O)c2ccc3c(c2)NC(=O)C(C)S3)CC1 (stereo not given)	0.0	-20%	0%	0	-0.7	-5	2%	-1%	1
CCN1CCN(C(c2ccccc2OC)c2nnnn2C2CCCCC2)CC1 (stereo not given)	0.4	0%	-3%[57.1 µM]	-3	1.3	3	1%	7%[57.1 µM]	6
Cc1ccc(-c2nc3ccccc3nc2Cl)cc1	3.0	-16%	14%[57.1 µM]	0	-1.4	-4	1%	6%[57.1 µM]	-4
C[C@]12C=CC(=O)C=C1CCC1C3CC[C@](O)(C(=O)CO)[C@@]3(C)CC3OC312 (stereo not given in full)	-1.0	-11%	-1%	1	-0.5	22	5%	-2%	24
O=C(NC(=S)Nn1cnnc1)c1ccccc1	0.7	-30%	-11%	0	0.3	-1	-9%	9%	-10
O=C(Cc1ccccc1[N+](=O)[O-])N1CCOCC1	·	-8%	21%	-1	0.0	2	5%	4%	·
CCOC(=O)CN1C(=O)S/C(=C\c2ccc3c(c2)OCO3)C1=O	0.5	-5%	1%	-6	0.3	-3	2%	-6%	2
CCc1ccc(N2C(=O)C3CCCN3C2=S)cc1 (stereo not given)	-0.9	-32%	12%	-1	-0.3	-3	5%	1%	18
CCC[C@@H](CN1CCC[C@H]1CN1C(N)=NC[C@@H]1Cc1ccccc1)N1C[C@@H](Cc2ccccc2)N(CCc2ccc(Cl)c(Cl)c2)C1=N	·	-13%	-2%[57.1 µM]	-4	·	·	-1%	5%[57.1 µM]	·
O=C(C[n+]1cnn(CC(=O)c2ccc(Cl)cc2Cl)c1)c1ccc([N+](=O)[O-])cc1	-0.1	-6%	50µM*	-3	-0.1	0	5%	-7%	0
COc1ccc(CNc2nc3nc(C)c(Cl)c(C)n3n2)cc1	-0.7	-10%	4%	-4	-0.8	0	0%	8%	-10
CCCCCC(=O)Oc1cccc(N2C(=O)C3CCCCC3C2=O)c1 (stereo not given)	-0.1	-2%	17%[57.1 µM]	-1	1.8	3	10%	3%	-16
CCCSC1=C(C#N)C(c2ccccc2OCC)CC(=O)N1 (stereo not given)	-0.2	-22%	-6%	2	-2.3	0	0%	-6%	-4
CC(=O)c1ccccc1NC(=O)COC(=O)c1ccccc1NC(=O)c1ccccc1	-0.5	-18%	4%	1	-0.3	0	-1%	1%	0
Brc1ccc(C=Nc2ccc3c(c2)OCCOCCOCCO3)s1	3.4	-5%	11%[57.1 µM]	2	1.8	7	6%	10%[57.1 µM]	0
CCCCn1c(-c2cccnc2)nc2cc3[nH]c(=O)c(C(C)C)nc3cc21	-0.3	?	0%	-4	0.0	4	-3%	88%[activator]	-19
COc1ccc(N2CC(C(=O)N[C@@H](C)C(=O)N3CCCCC3)CC2=O)cc1 (stereo not given in full)	0.1	-14%	19%	12	0.1	1	3%	7%	12
COc1ccc(CN(C)CC2CCCN(CCc3ccccc3C)C2)cc1O (stereo not given)	1.4	-27%	20%	8	0.5	1	8%	6%	5
Cc1cccc(NS(=O)(=O)c2cc3c4c(c2)C(C)C(=O)N4CCC3)c1 (stereo not given)	0.4	-27%	3%	3	0.2	1	-3%	-2%	-2

As a working copy, part of the list above.
SMILES	D2 agonist	USP1-UAF1 inh	TrxR1 inh	PI4K2A block	TRHR ag	TRHR PAM	IDH1 R132H inh	TrxR1 substrate	D2 antag
COc1ccc(CN(C)CC2CCCN(CCc3ccccc3C)C2)cc1O (stereo not given)	1.4	-27%	20%	8	0.5	1	8%	6%	5
Cc1cccc(NS(=O)(=O)c2cc3c4c(c2)C(C)C(=O)N4CCC3)c1 (stereo not given)	0.4	-27%	3%	3	0.2	1	-3%	-2%	-2

Next part
SMILES	D2 agonist	USP1-UAF1 inh	TrxR1 inh	PI4K2A block	TRHR ag	TRHR PAM	IDH1 R132H inh	TrxR1 substrate	D2 antag
O=C(Oc1c(-c2ccccc2)c(=O)n2c3c(cccc13)CC2)c1ccc(F)cc1	-1.8	-9%	13%	2	0.8	3	-5%	8%	12
CN(C)CCCNc1ccc(-c2cc(Nc3cccc(Cl)c3)ncn2)cn1	-0.8	-20%	4%	-2	0.0	-1	-4%	0%	-22
COc1ccc(C)cc1S(=O)(=O)Nc1cc2c3c(c1)C(C)C(=O)N3CCC2 (stereo not given)	0.1	-9%	7%	3	0.3	1	4%	-1%	-5
N#Cc1cc(-c2ccccc2)nnc1Oc1ccccc1	-0.5	-1%	11%[57.1 µM]	-7	0.7	-9	2%	9%[57.1 µM]	-27
Cc1ccc(C)c(OC(=O)c2cncc(Br)c2)c1	-0.6	-14%	-5%	-1	-0.2	8	4%	-10%	-8
Cc1cc(S(=O)(=O)Nc2cccc([N+](=O)[O-])c2)c(C)s1	-0.5	-7%	31%	1	0.2	-1	0%	4%	-6
CN1CCN(NC(=O)c2cc(S(=O)(=O)Nc3ccc(Cl)cc3)ccc2Cl)CC1	0.3	-21%	14%	0	0.5	7	-3%	5%	-8
Cc1ccc(S(=O)(=O)NCC(=O)OCC(=O)Nc2ncc(Cl)cc2Cl)cc1	0.1	-1%	13%[57.1 µM]	1	-0.3	9	-1%	7%[57.1 µM]	-2
Cc1nnc(NCc2ccc(F)cc2)c2c1nnn2Cc1ccccc1Cl	0.4	5%	12%	-4	0.6	21	11%	-5%	·
COc1cccc(Cn2cccc(NC(=O)Nc3ccc(C#N)cc3)c2=O)c1	-0.2	-1%	9%	1	0.5	0	6%	14%	-3
CCN(CC)CCCN1C(=O)CSC1c1ccc([N+](=O)[O-])cc1 (stereo not given)	-0.5	-8%	20%	-2	0.8	-5	5%	1%	7
CCOC(=O)Cc1csc(NC(=O)Nc2ccc(Cl)cc2)n1	2.5	-19%	12%[57.1 µM]	11	1.0	-9	2%	-22%[57.1 µM]	-4
CN(C)c1ccc(C=NCCc2ccc(S(N)(=O)=O)cc2)cc1	0.9	-23%	-2%	2	0.8	-3	-1%	-8%	-4
CCN(CC)C(=O)C1CCCN(c2ccc([N+](=O)[O-])cc2/C=N/NC(=O)c2cccc([N+](=O)[O-])c2)C1 (stereo not given)	·	-24%	-3%	-1	·	·	8%	-4%	·
O=C(CSc1nnc(-c2ccc3c(c2)OCCO3)o1)NC1CCCCC1	0.5	·	·	·	0.3	15	·	·	-22

A draw from above in order of heavy-atom count, smallest number first:
SMILES	D2 agonist	USP1-UAF1 inh	TrxR1 inh	PI4K2A block	TRHR ag	TRHR PAM	IDH1 R132H inh	TrxR1 substrate	D2 antag
Cc1ccc(C)c(OC(=O)c2cncc(Br)c2)c1	-0.6	-14%	-5%	-1	-0.2	8	4%	-10%	-8
Cc1cc(S(=O)(=O)Nc2cccc([N+](=O)[O-])c2)c(C)s1	-0.5	-7%	31%	1	0.2	-1	0%	4%	-6
N#Cc1cc(-c2ccccc2)nnc1Oc1ccccc1	-0.5	-1%	11%[57.1 µM]	-7	0.7	-9	2%	9%[57.1 µM]	-27
CCOC(=O)Cc1csc(NC(=O)Nc2ccc(Cl)cc2)n1	2.5	-19%	12%[57.1 µM]	11	1.0	-9	2%	-22%[57.1 µM]	-4
CCN(CC)CCCN1C(=O)CSC1c1ccc([N+](=O)[O-])cc1 (stereo not given)	-0.5	-8%	20%	-2	0.8	-5	5%	1%	7
O=C(CSc1nnc(-c2ccc3c(c2)OCCO3)o1)NC1CCCCC1	0.5	·	·	·	0.3	15	·	·	-22
CN(C)CCCNc1ccc(-c2cc(Nc3cccc(Cl)c3)ncn2)cn1	-0.8	-20%	4%	-2	0.0	-1	-4%	0%	-22
CN1CCN(NC(=O)c2cc(S(=O)(=O)Nc3ccc(Cl)cc3)ccc2Cl)CC1	0.3	-21%	14%	0	0.5	7	-3%	5%	-8
O=C(Oc1c(-c2ccccc2)c(=O)n2c3c(cccc13)CC2)c1ccc(F)cc1	-1.8	-9%	13%	2	0.8	3	-5%	8%	12
CCN(CC)C(=O)C1CCCN(c2ccc([N+](=O)[O-])cc2/C=N/NC(=O)c2cccc([N+](=O)[O-])c2)C1 (stereo not given)	·	-24%	-3%	-1	·	·	8%	-4%	·

Compounds were not picked by outcome. About 3.9% of those tested had a hit in this group.
